From PubChem BioAssay
LMP1 NFkB inh: reduces LMP1-driven NF-kappaB luciferase signal | LMP1-induced NF-kappaB luciferase reporter cells, luminescence | inhibition, % at 12.5 µM | 0.69% of 350,000 active | AID 504558; in the data active means inhibition above about 41%;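 further: 0% = neutral control wells and 100% = reference inhibitor control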
SRC3 inh: inhibits human SRC3 coactivator; HEK293 GAL4-SRC3 luciferase reporter, luminescence; inhibition, % at 3.6 µM; 0.17% of 360,000 active; Q9Y6Q9;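 active means inhibition above a per-campaign cutoff, the mean of all compounds plus 3 SD, cut at about 60% in these data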;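 further: 0% = DMSO-treated cells and 100% = gossypol-treated cells at 36 µM; higher means less SRC3-driven luciferase light from the GAL4 reporter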
TWEAK Fn14 block: TWEAK-Fn14 signaling inhibition. inhibition, % at 10 µM. AID 1159606. 2% of 360,000 active. TWEAK-stimulated Fn14 reporter cells, luciferase luminescence, 8 h; in the data active means inhibition above about 50%
NR2F2 inh: blocks human COUP-TFII nuclear receptor | P24468 | HEK293T NGFI-A luciferase reporter, luminescence | 0.7% of 370,000 active | inhibition, % at 8.6 µM;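 active means inhibition above a per-plate cutoff, mean inhibition of test wells between control levels plus 3 SD, cut at about 38% in these data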;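 further: cells cotransfected with COUP-TFII expression vector driving the NGFI-A reporter; 0% = median of COUP-TF2 test wells and 100% = reporter-only cells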
KKLEB cytotox: CF airway cell cytotoxicity counter-screen; activity change (cytotoxicity), % at 5 µM; 0.36% of 360,000 active; KKLEB CF airway cells viability, ATPlite luminescence, overnight; active compounds read low; cells stimulated with P. aeruginosa culture filtrate;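 active means corrected activity change at or below -50% at 5 µM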
NR5A2 inv ag: NR5A2 inverse agonism in reporter assay. O00482. HEK293T StAR-luciferase reporter, LRH-1 transfected, 24 h. 0.13% of 360,000 active. inhibition, % at 3.6 µM;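 active means inhibition above the mean inhibition of all tested compounds plus 3 SD, cut at about 73% in these data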;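 further: 0% = DMSO wells and 100% = reporter-only cells lacking LRH-1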
TRAIL sens C8: caspase-8 TRAIL sensitization. NB7+C8 cells + TRAIL, ATPlite viability luminescence. inhibition (viability loss, TRAIL sensitization), % at 10 µM. 1% of 360,000 active. AID 624354;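 active means compounds causing at least 50% loss of cell viability in the single-dose screen, relative to plate controls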
Shn3 inh set2: Schnurri-3 reporter inhibition in Clone20 osteoblasts; Clone20 osteoblast Shn3 3'UTR firefly luciferase, 24 h; inhibition, % at 12.5 µM; 0.52% of 360,000 active; AID 588674;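 active means mean inhibition of at least 75% with every replicate also reaching 75%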;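 further: 0% = median of neutral control wells and 100% = pilot-screen positive control compound; some compounds past the cut are filed as inactive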
SRC1 inh: inhibitors of human steroid receptor coactivator 1 (SRC1); inhibition, % at 3.6 µM; 0.12% of 360,000 active; Q15788; AID 588354; HEK293 GAL4-SRC1 luciferase reporter, luminescence;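 active means inhibition above the campaign mean plus 3 SD, with each screening campaign given its own cutoff, cut at about 60% in these data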;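 further: 0% = DMSO treated cells and 100% = gossypol at 36 µM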
Target sequence (Q15788 whole entry, looked up, the tested form may be a part): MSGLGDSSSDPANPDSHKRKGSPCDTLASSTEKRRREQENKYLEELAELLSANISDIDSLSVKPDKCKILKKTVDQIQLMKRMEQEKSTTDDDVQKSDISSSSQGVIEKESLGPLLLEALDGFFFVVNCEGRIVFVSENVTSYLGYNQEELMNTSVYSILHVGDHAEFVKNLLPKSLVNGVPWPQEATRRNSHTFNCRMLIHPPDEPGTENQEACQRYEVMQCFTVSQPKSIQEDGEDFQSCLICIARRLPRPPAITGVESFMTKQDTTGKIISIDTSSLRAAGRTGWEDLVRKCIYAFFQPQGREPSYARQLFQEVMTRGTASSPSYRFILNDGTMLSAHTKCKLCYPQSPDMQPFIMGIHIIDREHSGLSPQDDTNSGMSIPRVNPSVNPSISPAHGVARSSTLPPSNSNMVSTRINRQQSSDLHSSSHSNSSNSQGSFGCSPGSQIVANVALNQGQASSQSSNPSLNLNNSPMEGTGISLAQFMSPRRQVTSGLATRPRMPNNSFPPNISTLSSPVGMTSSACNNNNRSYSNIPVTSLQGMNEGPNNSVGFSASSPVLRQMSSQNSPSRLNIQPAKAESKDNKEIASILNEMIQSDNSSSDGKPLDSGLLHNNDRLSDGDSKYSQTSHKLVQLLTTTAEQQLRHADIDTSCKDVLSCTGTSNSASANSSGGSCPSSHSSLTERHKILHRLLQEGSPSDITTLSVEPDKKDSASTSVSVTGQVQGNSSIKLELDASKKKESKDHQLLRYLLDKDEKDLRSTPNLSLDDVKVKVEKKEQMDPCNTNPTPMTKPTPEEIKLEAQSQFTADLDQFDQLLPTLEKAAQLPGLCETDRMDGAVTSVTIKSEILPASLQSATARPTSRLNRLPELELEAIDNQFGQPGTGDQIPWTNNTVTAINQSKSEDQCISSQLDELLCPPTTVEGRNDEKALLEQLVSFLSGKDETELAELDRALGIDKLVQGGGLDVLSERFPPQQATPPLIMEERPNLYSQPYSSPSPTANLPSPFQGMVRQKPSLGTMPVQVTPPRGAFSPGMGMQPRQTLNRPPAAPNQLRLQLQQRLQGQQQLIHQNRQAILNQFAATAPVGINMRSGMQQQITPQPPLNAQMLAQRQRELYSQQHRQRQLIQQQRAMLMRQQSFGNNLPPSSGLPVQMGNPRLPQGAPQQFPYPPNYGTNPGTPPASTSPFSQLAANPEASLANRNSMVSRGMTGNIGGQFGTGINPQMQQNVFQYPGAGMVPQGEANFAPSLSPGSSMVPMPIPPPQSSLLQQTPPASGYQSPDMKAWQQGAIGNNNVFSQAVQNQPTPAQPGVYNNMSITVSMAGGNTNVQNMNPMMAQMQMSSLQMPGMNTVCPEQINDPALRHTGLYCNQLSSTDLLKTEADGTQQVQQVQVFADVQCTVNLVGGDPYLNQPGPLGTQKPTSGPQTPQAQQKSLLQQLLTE
CF NFkB inh: cystic fibrosis NF-kB activation inhibition | KKLEB NF-kB-GFP reporter, PAF-induced, GFP fluorescence overnight | inhibition, % at 5 µM | 0.86% of 360,000 active;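 active means at least 50% inhibition at 5 µM, scaled per plate between neutral and stimulator controls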;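 further: PAF is a Pseudomonas aeruginosa culture filtrate used as stimulus; plate controls were PAF-stimulated DMSO wells for no effect and unstimulated DMSO wells for full effect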
TROY NFkB inh: blocks TROY-dependent signaling in reporter cells; inhibition, % at 10 µM; Q293 LMP1-TROYcd NF-kB luciferase reporter, 4 h; 0.98% of 360,000 active;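 active means compounds whose plate-normalised and pattern-corrected inhibition of the luciferase reporter signal at the single screening dose is 50% or more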
Active calls of the source: *; · = not tested or not shown. Only part of the results is shown, so the mix of outcomes need not match the whole.

SMILES | LMP1 NFkB inh | SRC3 inh | TWEAK Fn14 block | NR2F2 inh | KKLEB cytotox | NR5A2 inv ag | TRAIL sens C8 | Shn3 inh set2 | SRC1 inh | CF NFkB inh | TROY NFkB inh
CCc1nc2ccc(C(=O)N(CC)CCN(C)C)cn2c1N(CC)CCOC | · | 7 | -13 | -17 | 12 | 1 | -14 | 7 | -8 | -16 | -3
O=C(NCc1ccccc1)c1ccc(CS(=O)(=O)Cc2ccc(F)cc2)o1 | 2 | 1 | 10 | 6 | 9 | 7 | -5 | -4 | 2 | -1 | -2
CN(C)c1cccc(C(=O)NCCCSc2ccccc2)c1 | -8 | -9 | -14 | -9 | -10 | -3 | 11 | -16 | -18 | -23 | -29
Cc1cc2occ(CC(=O)NCc3cccs3)c2cc1C(C)C | 0 | 11 | 9 | 11 | -2 | -13 | -6 | 15 | 9 | 13 | 12
Cc1nc(N2CCC(C)CC2)c2c(C)c(C(=O)Nc3cccc(C(F)(F)F)c3)sc2n1 | 1 | 0 | 9 | -9 | -16 | 10 | 1 | 14 | 12 | 14 | 10
COc1cccc(CNC(=O)C2CCC(CNS(=O)(=O)c3cccc4nsnc34)CC2)c1 (stereo not drawn) | 3 | 8 | 16 | 16 | 2 | -1 | -13 | 12 | -4 | -20 | 16
CCn1c2ccc(C)cc2c2nnc(NN)nc21 | 15 | 10 | -17 | 6 | -11 | -7 | 9 | 26 | 1 | 18 | 15
N=C(N)Sc1nc(N2CCCCC2)nc(N2CCCCC2)n1 | 2 | 3 | 7 | 13 | 2 | -3 | 16 | -26 | -39 | -14 | -21
O=C1Nc2ccccc2C(O)(C(=O)NCc2ccco2)N1c1ccccc1 (stereo not drawn) | -5 | -3 | 5 | 18 | 5 | 11 | 3 | 5 | -6 | -2 | -3
CC(C)=NOCC(=O)Nn1c(COc2c(C)cccc2C)nc2ccccc2c1=O | 0 | 1 | 21 | -2 | 2 | -4 | 7 | -1 | 13 | -15 | -6
CC(SCc1cc(=O)n2c([nH]c3ccccc32)c1C#N)C(=O)O (stereo not drawn) | -16 | 5 | 5 | 5 | 15 | 9 | -5 | 14 | -20 | -1 | 1
Cc1nc2ccccn2c1C(=O)N/N=C/c1ccccc1Cl | 4 | 3 | -1 | -5 | 9 | 3 | 4 | -5 | 14 | -12 | -12
COc1cc(Nc2cccc(-c3ccccc3)n2)cc(OC)c1OC | · | 2 | 10 | -10 | 6 | 0 | 17 | 4 | 12 | 3 | -6
Cc1c(C(=O)O)oc2c(F)cccc12 | -10 | 7 | 2 | -4 | 2 | 13 | -1 | -7 | 8 | -18 | -3
CCc1noc(C)c1C(=O)N1CCN(S(=O)(=O)c2ccc(Br)cc2Cl)CC1 | 32 | 16 | -6 | -6 | 1 | 5 | -6 | 17 | -3 | -28 | 0
O=C(CCCn1ncn2c(cc3occc32)c1=O)NCc1ccccc1F | -5 | -2 | -11 | 7 | -6 | -25 | -12 | -5 | 1 | -20 | 7
CN1CCN(c2ccc(NC(=O)c3ccc(-c4ccc(Br)cc4)o3)cc2)CC1 | -7 | 8 | -100 | 9 | -36 | 45 | 5 | 17 | -3 | -23 | -7
COc1ccc(C2=NN(CC(=O)Nc3cc(C)ccc3C)C(=O)CC2)cc1 | -11 | 18 | 29 | 6 | 3 | -11 | -3 | 6 | -30 | 6 | 2
CC[C@@]12C(=O)N(c3cccc(Br)c3)C(=O)N1[C@H](c1ccc(OC)cc1)[C@@H]1C(=O)N(C(C)(C)C)C(=O)[C@@H]12 | 9 | -8 | 9 | 9 | -7 | 1 | -21 | 4 | -10 | 9 | 2
C[C@@H]1CC=C[C@H]2[C@H]1C(=O)N(Cc1ccccc1)[C@H]2c1ccc(Br)cc1F | -7 | -6 | -4 | -9 | -21 | 22 | 1 | -12 | -1 | 9 | -3
Cc1noc(C)c1NC(=O)N(C)C[C@H]1Oc2ccc(NC(=O)CCN3CCOCC3)cc2C(=O)N([C@H](C)CO)C[C@@H]1C | -4 | -2 | -8 | 5 | -12 | -30 | -7 | 7 | 1 | -15 | -13
CCOC(=O)C1(C)CCCN(C(=O)c2cc(C#N)cs2)C1 (stereo not drawn) | · | -1 | 9 | -8 | 14 | -4 | -7 | 7 | -10 | -18 | -4
Cc1noc(C)c1C(=O)NC1CCCc2ccccc21 (stereo not drawn) | 0 | -3 | -4 | 2 | -5 | 0 | -12 | 0 | 6 | -10 | 10
CN(CC(=O)Nc1ccc(Cl)c(C(F)(F)F)c1)CC(=O)NC1CCCCC1 | 6 | 27 | 21 | · | -5 | 15 | 7 | 67 | 0 | 10 | 21
CCOC(=O)c1c(NC(=O)C2=C(C)NC(=S)NC2c2ccc(F)cc2)sc(C)c1C (stereo not drawn) | 20 | 11 | 15 | 24 | 15 | 22 | -22 | -8 | -2 | -11 | 5

Structural class: the entries above with a COOH group
SMILES | LMP1 NFkB inh | SRC3 inh | TWEAK Fn14 block | NR2F2 inh | KKLEB cytotox | NR5A2 inv ag | TRAIL sens C8 | Shn3 inh set2 | SRC1 inh | CF NFkB inh | TROY NFkB inh
CC(SCc1cc(=O)n2c([nH]c3ccccc32)c1C#N)C(=O)O (stereo not drawn) | -16 | 5 | 5 | 5 | 15 | 9 | -5 | 14 | -20 | -1 | 1
Cc1c(C(=O)O)oc2c(F)cccc12 | -10 | 7 | 2 | -4 | 2 | 13 | -1 | -7 | 8 | -18 | -3

Next section.
SMILES | LMP1 NFkB inh | SRC3 inh | TWEAK Fn14 block | NR2F2 inh | KKLEB cytotox | NR5A2 inv ag | TRAIL sens C8 | Shn3 inh set2 | SRC1 inh | CF NFkB inh | TROY NFkB inh
c1ccc2c(NC3=NCCCCS3)cccc2c1 | -2 | -2 | 1 | -6 | 9 | 9 | -4 | -8 | -12 | -7 | -20
CCOc1cc(-n2cnnn2)c(OCC)cc1NC(=O)c1cnccn1 | -8 | 22 | -27 | 19 | 1 | 13 | -1 | -16 | 9 | -24 | 10
COc1ccccc1NC(=S)NCCc1ccccc1 | -6 | -22 | -12 | 10 | 3 | -18 | 13 | -2 | -3 | 6 | -8
CCOc1cc(C2NC(=O)NC(C)=C2C(=O)OC(C)CC)cc(Br)c1O (stereo not drawn) | -5 | -1 | 6 | -3 | -2 | 6 | -3 | 1 | -1 | 13 | -2
CCOC(=O)c1c(NC(=S)NC(=O)c2cnn(CC)c2)sc2c1CCC(C)C2 (stereo not drawn) | -16 | -8 | 1 | -4 | -3 | 19 | -4 | -5 | 4 | 16 | -2
O=C(N/N=C/c1ccco1)C1CC1 | 0 | 1 | -11 | 8 | 13 | -6 | -2 | 7 | 3 | -13 | 4
COc1ccc(OC)c(NC(=O)CSc2nnc(-c3ccco3)n2-c2ccccc2)c1 | -14 | 6 | 24 | 6 | -15 | -3 | 6 | 22 | -21 | 10 | -2
COc1ccc(CC(=O)N2CCN(S(=O)(=O)c3cccs3)CC2)cc1OC | 10 | 21 | -4 | 2 | -3 | 4 | 1 | -6 | -3 | -4 | 5
C#CCOCCOCCOCCNc1nc(N2CCN(C(=O)Cn3cc(CCCCN)nn3)CC2)nc(N2CCN(C(=O)[C@H]([C@@H](C)CC)n3cc(CCCN=C(N)N)nn3)CC2)n1 | 0 | -8 | -4 | 2 | -2 | 7 | -15 | -3 | -12 | 9 | 2
COC(=O)c1scc(C)c1N/N=C(\C)c1cc(F)c(Cl)cc1F | 8 | -10 | 4 | -4 | -3 | 1 | 4 | -5 | -26 | -1 | -1
O=C(CNS(=O)(=O)c1ccc(Br)s1)NCc1ccc2c(c1)OCO2 | -2 | 5 | 3 | · | -11 | 7 | 1 | -3 | 7 | 0 | -3
Cc1cc(C)c(C)c(S(=O)(=O)NCCCN2CCCC2=O)c1C | -4 | 17 | -5 | -25 | 1 | -6 | -8 | 0 | 0 | -27 | -2
O=C1N[C@H](Cc2ccccc2)COC(=O)[C@H](Cc2ccc(F)cc2)CC/C=C/C[C@H]1CC(=O)N(CCO)Cc1ccccc1 | -24 | -5 | 3 | 14 | 0 | -35 | 0 | 22 | -4 | 4 | 2
Cc1cc(NC(=O)CSc2nc3c([nH]c4ccccc43)c(=O)n2-c2cccc(C(F)(F)F)c2)no1 | 16 | 9 | -14 | · | -21 | -2 | 15 | 31 | 13 | 31 | ·
COC(CNc1ncnc2c1cnn2C)OC | 3 | 7 | 10 | 18 | 11 | 21 | 2 | -15 | -32 | -6 | -4
O=C(Nc1nc(-c2ccc3c(c2)OCCO3)cs1)C1CCCC1 | -53 | -95 | 7 | -34 | 16 | -123 | -4 | -126 | -94 | 0 | -5
c1cncc(-c2nc3cc4ccccc4cc3[nH]2)c1 | -25 | -82 | -7 | -40 | 4 | -191 | 66* | -79 | -131 | -24 | -29
O=C(NC1CCCCC1)c1cc([N+](=O)[O-])ccc1N1CCCCC1 | -2 | 2 | 7 | 8 | 5 | -13 | 9 | 3 | -4 | -51 | 5
CCOC(COC(=O)c1ccccc1C(=O)O)c1ccccc1 (stereo not drawn) | 5 | 12 | -9 | 7 | -5 | 11 | -4 | -10 | -2 | -12 | -3
O=C(NCc1ccccn1)c1ccc(Cl)c(S(=O)(=O)N2CCOCC2)c1 | -4 | 28 | 6 | -10 | -12 | -6 | -20 | -5 | -35 | -5 | -8
CC(C(=O)Nc1ccc(C#N)cc1)N(C)CC(=O)N(C)c1c(N)n(Cc2ccccc2)c(=O)[nH]c1=O (stereo not drawn) | -6 | 5 | 7 | 6 | -12 | 0 | -10 | -20 | -8 | 17 | 9
COc1ccc(-c2nn(-c3ccccc3)cc2/C=N/O)cc1OC | -3 | 12 | 11 | 14 | -17 | 6 | 8 | 16 | 19 | 42 | -10
Cc1cc2nc3n(c2cc1C)CC1CC(C(=O)NCC2CC2)N(C)C31 (stereo not drawn) | -11 | -2 | -2 | 16 | -17 | -11 | -5 | 1 | -22 | 1 | -8
Cc1ccc(C(=O)NC(=S)N2CCN(c3ccccc3F)CC2)cc1 | 9 | -2 | -13 | 3 | -1 | -22 | -4 | -3 | -3 | -7 | 28
O=C(CNC(=O)c1ccc(-c2ccccc2)cc1)OCc1ccc(Br)cc1 | -8 | -33 | 3 | -23 | 9 | -29 | 20 | -67 | -57 | -10 | -82
Further entries
SMILES | LMP1 NFkB inh | SRC3 inh | TWEAK Fn14 block | NR2F2 inh | KKLEB cytotox | NR5A2 inv ag | TRAIL sens C8 | Shn3 inh set2 | SRC1 inh | CF NFkB inh | TROY NFkB inh
Cc1nc2ccccc2c2c(N)cccc12 | 0 | -8 | -1 | -7 | 8 | -1 | -17 | 12 | -5 | 0 | -8
COc1ccc(CCCC(=O)N/N=C/c2ccccc2OC)cc1 | -6 | 2 | -12 | 19 | -4 | 0 | -12 | 12 | 11 | 10 | -1
S=C(c1cccs1)N1CCCC1 | 2 | -10 | -10 | -11 | -1 | -13 | 1 | -10 | -7 | 7 | 13
CC(C)(C)c1cc(NC(=O)c2cccc(S(=O)(=O)N3CCOCC3)c2)no1 | -11 | 5 | 2 | 8 | 3 | -18 | 0 | 17 | 8 | 12 | 7
COc1ccccc1-n1ccnc(SCC(=O)NCc2ccccc2Cl)c1=O | -8 | 6 | -3 | -1 | -24 | -16 | 26 | 84 | -5 | 40 | 7
CCCCCN(C(=O)COC(=O)COc1c(C)cc(C)cc1C)c1c(N)n(CCCC)c(=O)[nH]c1=O | -2 | -13 | -29 | -7 | 0 | -49 | -2 | 3 | -6 | 13 | -12
COc1ccc(N2CCN(C(=O)CCc3nnc4ccc(N5CCC(C)CC5)nn34)CC2)cc1 | -10 | 15 | -8 | 21 | 1 | 13 | 3 | 1 | 4 | -12 | -15
